Screening results from PubChem.
Arrestin-AP2 inh: inhibitors of beta-arrestin/AP2 binding, primary screen, biochemical, GPCR trafficking, flow cytometry; beta-arrestin 1 C-terminal peptide binding to AP2 beta2-adaptin appendage (human); FITC-arrestin peptide / GST-AP2 beads; AP2 beta2 appendage carries R879A mutation; inhibition, % at 10 µM; 0.31% of 340,000 active;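 active = inhibition above a set limit, near 3 SD of compounds lacking own fluorescence, cut at about 54% in these data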;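 also: plate controls were DMSO wells for no effect and 5 µM unlabelled arrestin peptide for full effect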
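test system = AP2 appendage R879A on GSH beads | buffer or medium = PBS plus Tween 20 (0.05%) and BSA (0.1%) | incubation = 12 min plus 1 h, RT | detection = bead flow cytometry, FITC channel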
OPRM1-OPRD1 inv: inverse agonists of MOR-DOR heterodimerization, primary screen, cell-based, luminescence; 0.21% of 340,000 active; AID 504357, 2011; Mu-type opioid receptor (Homo sapiens) + Delta-type opioid receptor (Homo sapiens), …; inhibition, % at 9.3 µM; cell-based MOR-DOR heterodimer luminescence, inverse agonism; in the data active = inhibition above about 22%, passing the limit was not always enough;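 also: 0% = cells with DMSO and 100% = wells without cells with DMSO; values of inactives mirror those of a sister screen read the other way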
Ecoli viability: E. coli V3065 growth inhibition, primary screen, counter-screen for AddAB inhibitor project, absorbance, OD600. inhibition, % at 11.9 µM. 18 h. 0.27% of 330,000 active;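 active = inhibition above the campaign's mean inhibition across all tested compounds plus 3 SD, cut at about 9.9% in these data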;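 also: uninfected addAB+ strain grown without phage in ampicillin broth; 0% = DMSO wells and 100% = ciprofloxacin 0.95 µg/ml wells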
SUMO Mot1 rescue: yeast Mot1-301 growth rescue at high temperature, primary screen, SUMOylation pathway inhibitor project, S. cerevisiae, ATP luminescence, 38.5C; growth rescue, % at 18.8 µM; S. cerevisiae Mot1-301 growth rescue; percent above DMSO median, 100 means doubled; 1% of 320,000 active;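 active = every valid replicate shows activation above 250% relative to neutral control wells; inactive = the rest, any valid replicate at or below 250%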;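 also: OY570 slx delta 5 strain wells were the positive control but not used for scaling; some compounds called inactive have numbers as strong as hits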
OPRM1-OPRD1 ag: agonists of OPRM1-OPRD1 heterodimerization, primary screen, cell-based, luminescence | cells | 0.3% of 340,000 active | activation, % at 9.3 µM; in the data active = activation above about 18%;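 also: 0% = vehicle-treated cells and 100% = reference agonist; values of inactives mirror those of a sister screen read the other way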
PKA-R1A act: activators of PKA-R1A holoenzyme, primary screen, biochemical, fluorescence polarization, Cy5-IP20, bovine R1A, mouse PKAc; PKA-R1A dissociation; scaled: DMSO 0%, 113 µM cGMP 100%; activation, % at 11.4 µM; 0.083% of 340,000 active; AID 504707, 2011;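 active = percent activation above the mean of all tested compounds plus 3 SD, cut at about 19% in these data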;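 also: higher means more PKAc released from R1A so a rise in polarization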
phage Ecoli inh: growth loss of phage-infected E. coli, primary screen, RecBCD inhibitor project, absorbance, with phage, HTS; inhibition, % at 11.9 µM; AID 651602, 2012; 0.26% of 360,000 active; in the data active = inhibition above about 11%
AddAB inh: growth inhibition of E. coli expressing H. pylori AddAB, primary screen, AddAB inhibitor project, absorbance | inhibition, % at 11.9 µM | 0.29% of 330,000 active | AID 435030, 2010; in the data active = inhibition above about 12%;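 also: 0% = vehicle wells of infected cells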
PfHsp90 yeast 2: growth inhibition of PfHsp90-expressing yeast, primary screen, antimalarial PfHsp90 inhibitor project, S. cerevisiae, BacTiter-Glo luminescence, single point, set 2; BacTiter-Glo ATP, 48 h; yeast lacking PDR1 and PDR3 efflux regulators; inhibition, % at 9.4 µM; 0.32% of 310,000 active;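 active = every replicate shows inhibition above about 80%, whatever the replicate mean, limit read from the data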;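 also: 0% = DMSO neutral controls and 100% = 20 µM radicicol positive controls; yeast relying on Plasmodium falciparum Hsp90 in place of its own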
Pemphigus Ab inh: inhibitors of pemphigus antibody binding to DSG3, primary screen, biochemical, bead-based, flow cytometry, scFv-GFP; Desmoglein-3 (Homo sapiens), P32926; DSG3-coupled beads, scFv-anti-DSG3-GFP binding; hits give low values; binding (percent of control), % at 10 µM; 0.48% of 310,000 active; AID 588358, 2011;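 active = binding more than 3 SD below its plate's average and above zero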;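 also: hits lower antibody fragment binding to DSG3; some compounds called inactive have numbers as strong as hits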
Target sequence (P32926 whole entry, looked up, the tested form may be a part): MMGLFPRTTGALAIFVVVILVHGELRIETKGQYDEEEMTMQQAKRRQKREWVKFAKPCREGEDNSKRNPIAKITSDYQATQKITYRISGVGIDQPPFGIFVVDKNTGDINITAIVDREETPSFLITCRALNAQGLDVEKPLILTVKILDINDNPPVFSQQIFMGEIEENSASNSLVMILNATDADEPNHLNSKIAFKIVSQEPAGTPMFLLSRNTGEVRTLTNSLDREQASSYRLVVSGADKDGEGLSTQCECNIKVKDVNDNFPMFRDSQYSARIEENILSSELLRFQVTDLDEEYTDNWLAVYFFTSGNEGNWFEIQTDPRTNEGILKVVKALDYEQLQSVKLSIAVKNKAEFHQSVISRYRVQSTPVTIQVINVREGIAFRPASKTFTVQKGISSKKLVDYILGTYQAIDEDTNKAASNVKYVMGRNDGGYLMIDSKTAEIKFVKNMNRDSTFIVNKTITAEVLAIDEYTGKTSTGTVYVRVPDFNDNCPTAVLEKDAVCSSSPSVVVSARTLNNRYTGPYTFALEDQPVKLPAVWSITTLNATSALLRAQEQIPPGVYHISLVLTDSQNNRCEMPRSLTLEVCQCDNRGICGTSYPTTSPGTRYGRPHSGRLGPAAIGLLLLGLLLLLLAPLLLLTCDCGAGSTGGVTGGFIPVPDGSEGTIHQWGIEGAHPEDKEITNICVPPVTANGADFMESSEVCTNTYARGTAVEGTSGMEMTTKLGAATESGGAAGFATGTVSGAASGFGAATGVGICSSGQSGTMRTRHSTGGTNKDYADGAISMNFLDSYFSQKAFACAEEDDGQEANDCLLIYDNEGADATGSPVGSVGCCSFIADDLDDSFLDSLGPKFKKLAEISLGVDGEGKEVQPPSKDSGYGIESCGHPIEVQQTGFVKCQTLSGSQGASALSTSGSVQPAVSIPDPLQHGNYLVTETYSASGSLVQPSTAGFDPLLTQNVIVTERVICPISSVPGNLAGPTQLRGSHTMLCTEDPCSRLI
Tat transport: E. coli Tat export inhibitors, primary screen, MC4100, TorA-mCherry reporter, fluorescence, single point; inhibition, % at 10 µM; 0.036% of 340,000 active;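 active = mean replicate inhibition at least 50% and at least half of replicates individually reaching 50%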;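 also: exported cargo escapes ClpAP degradation while cytoplasmic cargo is degraded and loses fluorescence; 0% = median of neutral control wells and 100% = median of NaSCN control wells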
* hit, by the source's call; · = not tested or not shown.

The first 13 compounds, ahead of the listing:
SMILES	Arrestin-AP2 inh	OPRM1-OPRD1 inv	Ecoli viability	SUMO Mot1 rescue	OPRM1-OPRD1 ag	PKA-R1A act	phage Ecoli inh	AddAB inh	PfHsp90 yeast 2	Pemphigus Ab inh	Tat transport
CN(c1ccc(OCC(=O)NC2CCCC2)cc1)S(=O)(=O)c1cccs1	28	14	0.8	-5	-2.9	-12	1.0	-1.9	-2	·	1
CCOC(=O)c1cccc(NC(=O)CSc2nc3cccnc3n2C)c1	3	-5	0.2	·	0.8	2	2.4	-0.3	7	103	-4
COc1ccc(CC(=O)Oc2ccc(C)cc2Br)cc1OC	19	2	1.3	-6	-0.5	-10	-1.3	-0.2	-33	109	-2
CN1CCc2c(sc3nc(SCC(N)=O)n(-c4ccc(Cl)cc4)c(=O)c23)C1	9	16	-0.5	-5	-2.8	-8	-0.1	0.3	-17	101	3
COC(=O)C(=O)Nc1nnc(COc2ccccc2)s1	11	12	1.3	-1	-2.2	-3	2.6	0.5	4	93	-1
COc1ccc(CNC(=O)C2CC(c3cccc(OC)c3)=NO2)cc1 (stereo unspecified)	30	-4	0.0	-6	0.7	11	1.1	-0.5	-55	99	-7
O=C(c1ccccc1Cl)N(Cc1ccc(Br)cc1)N1C(=O)CCCC1=O	-2	15	-4.5	11	-3.0	-4	0.1	-1.4	-11	92	-9
COc1ccc(/C=N\NC(=O)c2cc(O)c(O)c(O)c2)cc1CN1CCN(c2ccc(F)cc2)CC1	26	-19	1.3	12	4.2	2	11	9.1	4	100	-5
Cc1nn(C(=O)c2cccc([N+](=O)[O-])c2)c(C)c1Cl	4	10	-1.5	0	-1.8	-8	-0.4	2.0	11	94	-3
CCN1C[C@@H]2[C@@H]3C(=O)N(C)C(=O)[C@@H]3[C@](Cc3ccccc3)(C(=O)OC)N2C1=NCc1ccccc1	-13	16	·	·	-3.4	-7	-0.4	·	3	103	-9
O=C(Nc1ccccc1-c1nnn(CC(=O)N2CCN(c3ccccc3)CC2)n1)c1cccs1	-5	16	0.4	18	-2.9	-4	4.8	0.3	-9	106	2
CCCN1C(=O)C(O)(C2CC(=O)CC(C)(C)O2)c2ccccc21 (stereo unspecified)	21	12	-1.5	-8	-2.9	-4	3.4	0.2	-17	93	-5
O=C(CNCC1CCCO1)N1CCCc2ccccc21 (stereo unspecified)	9	8	-0.4	-1	-1.3	0	2.5	1.1	-13	104	-1

This part in full, from the start:
SMILES	Arrestin-AP2 inh	OPRM1-OPRD1 inv	Ecoli viability	SUMO Mot1 rescue	OPRM1-OPRD1 ag	PKA-R1A act	phage Ecoli inh	AddAB inh	PfHsp90 yeast 2	Pemphigus Ab inh	Tat transport
CN(c1ccc(OCC(=O)NC2CCCC2)cc1)S(=O)(=O)c1cccs1	28	14	0.8	-5	-2.9	-12	1.0	-1.9	-2	·	1
CCOC(=O)c1cccc(NC(=O)CSc2nc3cccnc3n2C)c1	3	-5	0.2	·	0.8	2	2.4	-0.3	7	103	-4
COc1ccc(CC(=O)Oc2ccc(C)cc2Br)cc1OC	19	2	1.3	-6	-0.5	-10	-1.3	-0.2	-33	109	-2
CN1CCc2c(sc3nc(SCC(N)=O)n(-c4ccc(Cl)cc4)c(=O)c23)C1	9	16	-0.5	-5	-2.8	-8	-0.1	0.3	-17	101	3
COC(=O)C(=O)Nc1nnc(COc2ccccc2)s1	11	12	1.3	-1	-2.2	-3	2.6	0.5	4	93	-1
COc1ccc(CNC(=O)C2CC(c3cccc(OC)c3)=NO2)cc1 (stereo unspecified)	30	-4	0.0	-6	0.7	11	1.1	-0.5	-55	99	-7
O=C(c1ccccc1Cl)N(Cc1ccc(Br)cc1)N1C(=O)CCCC1=O	-2	15	-4.5	11	-3.0	-4	0.1	-1.4	-11	92	-9
COc1ccc(/C=N\NC(=O)c2cc(O)c(O)c(O)c2)cc1CN1CCN(c2ccc(F)cc2)CC1	26	-19	1.3	12	4.2	2	11	9.1	4	100	-5
Cc1nn(C(=O)c2cccc([N+](=O)[O-])c2)c(C)c1Cl	4	10	-1.5	0	-1.8	-8	-0.4	2.0	11	94	-3
CCN1C[C@@H]2[C@@H]3C(=O)N(C)C(=O)[C@@H]3[C@](Cc3ccccc3)(C(=O)OC)N2C1=NCc1ccccc1	-13	16	·	·	-3.4	-7	-0.4	·	3	103	-9
O=C(Nc1ccccc1-c1nnn(CC(=O)N2CCN(c3ccccc3)CC2)n1)c1cccs1	-5	16	0.4	18	-2.9	-4	4.8	0.3	-9	106	2
CCCN1C(=O)C(O)(C2CC(=O)CC(C)(C)O2)c2ccccc21 (stereo unspecified)	21	12	-1.5	-8	-2.9	-4	3.4	0.2	-17	93	-5
O=C(CNCC1CCCO1)N1CCCc2ccccc21 (stereo unspecified)	9	8	-0.4	-1	-1.3	0	2.5	1.1	-13	104	-1
O=C(CSc1n[nH]c(-c2cccs2)n1)NCc1ccc2c(c1)OCO2	-1	12	-0.4	-8	-2.7	-11	2.3	-0.1	·	106	12
CN(c1nc2nonc2nc1NC1CC1)C1CCOC1 (stereo unspecified)	-4	11	-3.7	-8	-1.9	8	4.0	-1.2	20	90	-6
Cc1cc(C(=O)NC(Cc2c[nH]c3ccccc23)C(=O)O)c(C)o1 (stereo unspecified)	2	7	-1.6	-13	-1.4	0	2.4	2.3	-23	116	4
COC(=O)c1ccc(NC(=O)CSc2nc(C)cc(=O)[nH]2)cc1	-3	15	3.4	-6	-3.5	-4	2.4	3.0	-6	94	-3
O=C(O)CN1C(=O)C2C3C=CC(C3)C2C1=O (stereo unspecified)	10	8	-1.1	6	-1.5	10	0.2	-2.3	21	101	2
CC(NS(=O)(=O)c1ccc(CCC(=O)NCc2ccco2)cc1)c1ccccc1 (stereo unspecified)	-1	13	-0.4	-12	-2.5	2	2.4	1.5	-7	111	2
O=C(COCc1cc(-c2ccco2)on1)NC1CCCCC1	1	8	-1.4	-4	-1.6	-11	1.9	-1.8	-5	105	-1
O=C(COC(=O)c1cc(S(=O)(=O)N2CCOCC2)ccc1Cl)Nc1ccc2c(c1)OCO2	-8	7	1.9	3	-1.2	-10	-0.8	1.0	23	97	-7
CC(c1ccccc1)N(CC(=O)NC1CCCCC1)S(=O)(=O)c1cccc(C(F)(F)F)c1 (stereo unspecified)	1	-46	-2.8	22	8.7	-8	3.5	-0.5	-1	111	12
Cc1ccnc(NCc2cccc3ccccc23)c1	-15	-31	-1.6	-8	6.7	0	0.8	3.0	-5	97	-13
CCn1cc(C2=NOC(C(=O)Nc3ccccc3C(=O)OC)C2)c(C)n1 (stereo unspecified)	22	7	1.5	10	-1.3	-4	·	2.6	0	95	3
Cc1ccc(C(=O)OC(C)C(=O)NC2CCCCC2)cc1S(=O)(=O)N1CCCCC1 (stereo unspecified)	-2	7	0.6	·	-1.6	-1	-2.3	2.3	20	95	16

Additional results:
SMILES	Arrestin-AP2 inh	OPRM1-OPRD1 inv	Ecoli viability	SUMO Mot1 rescue	OPRM1-OPRD1 ag	PKA-R1A act	phage Ecoli inh	AddAB inh	PfHsp90 yeast 2	Pemphigus Ab inh	Tat transport
CCCc1nc2ccccc2c(C(=O)OCC(=O)c2ccc3c(c2)NC(=O)CO3)c1CC	-10	-1	0.8	520	0.1	-4	0.2	4.6	·	94	-1
COc1cc([N+](=O)[O-])ccc1NC(=O)Nc1ccc2c(c1)OCCO2	-5	-15	-0.7	-21	3.2	-12	1.4	-2.1	21	96	19
O=C(CSc1nccc(=O)[nH]1)N1CCN(c2ccccc2)CC1	36	23	-0.7	-5	-4.5	1	5.2	2.2	25	99	-5
Cc1cc(C)c2[nH]c(C(=O)N3CCC(n4nccc4NC(=O)C4CC4)CC3)c(C)c2c1	-9	24	·	-4	-4.8	-2	2.3	·	20	103	3
CNCCNC[C@H](Cc1cccc2ccccc12)NCCc1ccccc1	3	1	-5.8	-12	-0.1	-2	0.8	-5.3	-12	107	4
CCOc1ccc(NC(=O)N[C@@H](Cc2ccccc2)C(=O)O)cc1	-7	-1	3.3	4	0.2	0	0.9	2.3	-34	101	-3
COc1ccc(OC)c2c1CC(C)(C)NC2=O	21	4	-0.3	10	-0.7	7	2.3	2.2	-19	106	-4
CN(C)c1ccc(N/C=C/C(=O)c2ccco2)cc1	27	-23	-3.1	164	4.4	-22	-0.7	-1.2	0	105	2
CC(=O)Nc1cccc(-c2nn[nH]n2)c1	-2	17	-1.3	15	-3.2	-14	0.0	0.4	8	100	-1
O=C(NNC(=S)Nc1ccc(Cl)cc1Cl)c1ccncc1	-5	6	-3.3	-14	-1.2	-12	1.9	-1.0	-40	103	-4
CC(C)COCC(O)CC(Cc1ccccc1)C(=O)NN (stereo unspecified)	-16	-9	-1.7	4	1.9	-9	-1.0	-0.4	33	91	-3
O=C(Cc1ccc(S(=O)(=O)N2CCOCC2)s1)Nc1ccccc1N1CCOCC1	0	12	-0.9	51	-2.7	-2	0.9	1.6	3	87	-3
CC(=O)c1ccc(S(=O)(=O)NC2CCSc3ccccc32)cc1 (stereo unspecified)	-3	-5	-2.7	196	0.6	-3	-1.0	-0.2	-5	102	-1
O=[N+]([O-])c1cc(S(=O)(=O)N2CCOCC2)ccc1N1CCNCC1	-5	-9	·	·	1.4	-3	-1.8	·	-16	78	2
Cn1cc(C(=O)c2cccc(Cl)c2)cc1C#N	-5	2	-0.4	1	-0.3	-1	2.8	4.6	1	101	-2
Cc1ccc(C(C)NC(=S)NCc2ccc(F)cc2)cc1C (stereo unspecified)	-4	-3	1.4	13	0.6	-3	0.1	-0.3	51	114	3
COCCNc1ccc(-c2n[nH]c(=O)c3ccccc23)cc1[N+](=O)[O-]	9	14	-1.8	-4	-3.0	4	2.1	-0.1	4	109	-6
CN(C)C(CNC(=O)c1cc(-c2ccco2)nc2ccccc12)c1ccccc1 (stereo unspecified)	6	-7	-2.3	-12	1.4	5	4.2	0.5	-9	116	-9
O=C(Nc1ccc(F)cc1F)c1cc2nc3c(c(C(F)(F)F)n2n1)CCCC3	-1	0	4.5	99	-0.1	-3	4.7	2.6	-11	114	2
CC(C)c1c(O)nc(SCCOc2ccc(Cl)cc2)[nH]c1=O	2	2	-0.4	-3	-0.3	-9	3.5	4.0	21	101	0
O=C(NCCSSCCNC(=O)c1ccccc1)c1ccccc1	6	0	·	·	0.1	-7	1.7	·	-3	93	0
